Anesthetic bind = qHTS Assay for Identification of Novel General Anesthetics; Ferritin light chain (Equus caballus), P02791; apoferritin/1-aminoanthracene competitive binding, fluorescence; Potency, µM (doses to about 77.5 µM), for the others: at the highest dose activity change, negative = displacement, most hits filed as inhibitors; 0.074% of 350,000 active; AID 485281, 2010; note: potency is the fitted concentration of half-maximal effect; % is set by controls: 0 for no effect and ±100 for the full control effect; nearly all actives have a fitted effect of over 20% in size
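10 uM apoferritin + 50% sat. 1-AMA, PBS; cpd 10 min RT; Ex380/Em535 endpoint; normalized to free probe vs complex; 4-param Hill fit; propofol titration as pos. ctrl.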
Pol kappa inh = qHTS for Inhibitors of Polymerase Kappa; DNA polymerase kappa (Homo sapiens), Q9UBT6; purified Pol kappa, fluorescent DNA synthesis assay, 10 min; Potency, µM (series often up to 107 µM), without a hit: top-dose activity, negative = inhibition, hits mostly inhibitors; 0.53% of 400,000 active; note: potency is the fitted concentration of half-maximal effect; % is set by controls: 0 for no effect and ±100 for the full control effect
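Inhibition of 10 nM Pol kappa is measured by a fluorescent read-out at 0 and 10 min following addition of 50 nM substrate (final), with a 15-min room-temperature compound preincubation.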
Pol beta inh = qHTS Assay for Inhibitors of DNA Polymerase Beta. P06746. Pol beta primer extension/strand displacement, fluorescence kinetic. Potency, µM (series often up to 114 µM), for the others: top-dose activity change, negative = inhibition, actives largely listed as inhibitors. 1.3% of 340,000 active. AID 485314, 2010; note: potency is the fitted concentration of half-maximal effect; % is set by controls: 0 for no effect and ±100 for the full control effect
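Homogeneous kinetic assay of primer extension and strand displacement by 10 nM Pol beta, preincubated 15 min at room temperature with compound before 50 nM substrate (final) was added. Read at 0 and 10 min; four-parameter Hill fit.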
APEX1 inh = qHTS Assay for Inhibitors of the Human Apurinic/apyrimidinic Endonuclease 1 (APE1); DNA repair nuclease/redox regulator APEX1 (Homo sapiens), P27695; recombinant APE1, TAMRA/BHQ-2 abasic DNA cleavage fluorescence; Potency, µM (titrated, usually from 65.8 µM), for inactives: at the top dose activity change, negative = inhibition, most hits filed as inhibitors; AID 2517, 2012; 0.35% of 350,000 active;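 note: potency is the fitted concentration of half-maximal effect; plate controls were vehicle for no effect and reference inhibitor for full effect; nearly all actives have a fitted effect of over 55% in size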
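Measures dequenching upon AP-site incision of a 5'-TAMRA/3'-BHQ-2 THF-containing duplex, 50 nM; human APE1 0.75 nM after 15 min room-temperature exposure to compound; kinetic three-point read at one-minute spacing.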
TRHR ag = qHTS for Small Molecule Agonists and Allosteric Enhancers of Human TRH Receptor: Primary Screen for Agonists; Thyrotropin-releasing hormone receptor (Homo sapiens), P34981; TRHR cells, calcium flux fluo-8, FDSS agonist mode; activation, % at 2 µM; 0.18% of 360,000 active; AID 493084, 2011; in the data active = activation above about 30%; note: 0% is about no effect
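Read-out: compound-evoked intracellular calcium rise in TRHR cells, fluo-8 dye, kinetic FDSS fluorescence at 1 s/cycle following a 10-cycle baseline. Cells cultured overnight before dye loading (30 min–1.5 h, RT).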
POLI inh = qHTS for Inhibitors of Polymerase Iota | 1% of 390,000 active | Pol iota fluorescent replication assay, 10 min | Potency, µM (series often up to 115 µM), without a hit: at the top dose activity, negative = inhibition, actives largely listed as inhibitors | DNA polymerase iota (Homo sapiens), Q9UNA4; note: potency is the fitted concentration of half-maximal effect
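Pol iota at 10 nM preincubated 15 min with compounds at room temperature; reaction started with fluorescent substrate, 50 nM final. Fluorescence read kinetically at 0 and 10 min; buffer-only wells as negative control.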
ALOX12 inh = Primary qHTS assay for inhibitors of human arachidonate 12S-lipoxygenase (ALOX12): Round 2 | Polyunsaturated fatty acid lipoxygenase ALOX12 (Homo sapiens), P18054 | purified 12hLO, xylenol orange hydroperoxide absorbance | Potency, µM (highest dose often 108 µM), inactives show at the highest dose activity change, negative = inhibition, actives largely listed as inhibitors | 1.1% of 580,000 active | AID 1671190, 2021; note: potency is the fitted concentration of half-maximal effect; % is set by controls: 0 for no effect and ±100 for the full control effect
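Hydroperoxide product was detected by ferrous iron/xylenol orange as the 573 to 405 nm absorbance ratio. Arachidonic acid at 40 uM (final) was turned over for 30 min at room temperature by 150 nM human 12hLO, pH 7.0 Hepes buffer, after 15 min compound preincubation.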
ERG-DNA inh = qHTS for Small Molecule Inhibitors of the ERG Ets/DNA interaction. AID 624246, 2012. fluorescence polarization, His-ERG Ets domain / labelled DNA. Transcriptional regulator ERG (Homo sapiens), P11308. Potency, µM (series often up to 76.9 µM), for the others: at the top dose FP activity, negative = inhibition, usual class: inhibitors. 0.028% of 370,000 active; active = well fitted inhibition curve with a large enough effect in the polarisation, with a control signal flat; inconclusive = small, poorly fitted or top-dose-only effect, or effect the other way, or a change in a side signal; inactive = no such curve, though single readings can be large or run the other way; the % refers to the polarisation;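 note: polarization taken with two DNA probes labelled with fluorescein and Texas red; potency is the fitted concentration of half-maximal effect; % of control where 0% means no effect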
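His-tagged ERG Ets domain (1 uM in the protein solution; 300mM KCl, 50mM Tris-HCl, 1mM EDTA, 1mM DTT, pH 7.5) received compound, then a probe mix of 5 nM fluorescein-DNA and 100nM Texas-615-DNA. Fluorescence polarization was read for both dyes.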
BLM helicase inh = qHTS Assay for Inhibitors of Bloom's syndrome helicase (BLM). RecQ-like DNA helicase BLM (Homo sapiens), P54132. recombinant BLM DNA unwinding, fluorescence dequenching. Potency, µM (highest dose often 56.1 µM), without a hit: at the top dose activity change, negative = inhibition, hits mostly inhibitors. 0.2% of 350,000 active. AID 2528, 2010;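 note: potency is the fitted concentration of half-maximal effect; plate controls were vehicle for no effect and no enzyme for full effect; nearly all actives have a fitted effect of over 35% in size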
Target sequence (P54132 whole entry, looked up): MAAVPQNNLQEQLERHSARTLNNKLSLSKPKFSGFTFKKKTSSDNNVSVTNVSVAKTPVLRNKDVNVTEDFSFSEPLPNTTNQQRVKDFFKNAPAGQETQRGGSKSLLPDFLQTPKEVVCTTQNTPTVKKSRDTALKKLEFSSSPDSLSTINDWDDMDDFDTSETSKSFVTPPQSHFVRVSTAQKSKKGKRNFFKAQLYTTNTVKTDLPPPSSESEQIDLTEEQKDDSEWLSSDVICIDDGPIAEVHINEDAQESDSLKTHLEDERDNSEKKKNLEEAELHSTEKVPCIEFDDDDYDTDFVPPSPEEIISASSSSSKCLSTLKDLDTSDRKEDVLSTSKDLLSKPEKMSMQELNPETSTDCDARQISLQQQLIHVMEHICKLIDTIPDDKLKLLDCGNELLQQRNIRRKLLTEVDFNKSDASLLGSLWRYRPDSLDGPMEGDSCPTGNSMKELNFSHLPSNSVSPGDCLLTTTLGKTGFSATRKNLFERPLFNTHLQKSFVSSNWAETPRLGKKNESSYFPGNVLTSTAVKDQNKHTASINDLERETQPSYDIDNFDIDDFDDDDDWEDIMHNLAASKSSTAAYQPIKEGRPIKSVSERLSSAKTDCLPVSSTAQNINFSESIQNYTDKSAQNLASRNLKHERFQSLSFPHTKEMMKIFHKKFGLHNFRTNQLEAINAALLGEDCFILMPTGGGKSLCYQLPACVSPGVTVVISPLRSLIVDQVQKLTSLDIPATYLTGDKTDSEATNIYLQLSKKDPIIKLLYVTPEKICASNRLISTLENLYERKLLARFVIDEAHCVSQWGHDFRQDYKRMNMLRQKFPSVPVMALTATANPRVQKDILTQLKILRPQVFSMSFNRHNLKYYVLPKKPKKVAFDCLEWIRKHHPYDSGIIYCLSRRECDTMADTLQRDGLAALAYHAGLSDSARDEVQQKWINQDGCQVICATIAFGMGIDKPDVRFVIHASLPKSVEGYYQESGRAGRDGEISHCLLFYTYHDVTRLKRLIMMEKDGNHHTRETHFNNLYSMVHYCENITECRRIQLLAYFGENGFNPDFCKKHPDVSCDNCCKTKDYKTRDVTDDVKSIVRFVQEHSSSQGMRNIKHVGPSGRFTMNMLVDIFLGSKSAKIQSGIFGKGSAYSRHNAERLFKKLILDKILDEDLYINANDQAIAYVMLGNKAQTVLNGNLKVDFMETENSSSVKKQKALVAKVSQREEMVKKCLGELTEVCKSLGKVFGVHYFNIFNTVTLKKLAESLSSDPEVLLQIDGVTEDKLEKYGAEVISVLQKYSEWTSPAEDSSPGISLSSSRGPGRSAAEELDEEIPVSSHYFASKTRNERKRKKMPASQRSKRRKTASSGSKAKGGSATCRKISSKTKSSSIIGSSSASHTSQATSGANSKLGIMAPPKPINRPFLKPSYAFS
The depositor's hits bear a star; ? = inconclusive; / = no result given; & = joins results of further samples; [ ] = remark or other dose. Unless noted, calls come from the whole dose curve; as a rule, active = well fitted curve in the direction sought with a large enough effect; inconclusive = small, poorly fitted or top-dose-only effect, or another doubt; inactive = no such curve, though single readings can be large; an effect the other way counts as inactive or inconclusive. This is a subset; rates above refer to the full screens.

SMILES	Anesthetic bind	Pol kappa inh	Pol beta inh	APEX1 inh	TRHR ag	POLI inh	ALOX12 inh	ERG-DNA inh	BLM helicase inh
CN(C(=O)c1cc([N+](=O)[O-])ccc1NCc1cccnc1)c1ccccc1	-11.3%	7.5%	33.0%	26.4%	0.2	1.7%	-52.9%	11.4%	-2.1%
CCC(Sc1nc(C)cc(C)n1)C(=O)NC1=NN=C(c2ccc(C)cc2)CS1 (stereo not drawn)	?	-2.3%	21.6%	-1.5%	-0.4	?	?	2.6%	-3.9%
Cc1c(-c2ccccc2)oc2c(C(=O)OCC(=O)Nc3ccc(C(N)=O)cc3)cccc2c1=O	-6.8%	-5.6%	-14.6%	1.9%	-0.3	-0.5%	3.5%&-11.1%	-2.8%	2.8%
CC(C)(C)C(=O)OCc1nc(-c2ccc(C(F)(F)F)cc2)cs1	6.0%	-6.9%	17.4%	-0.7%	0.1	104.2%[activator]	10.6%	-4.7%	-10.9%
COC(=O)c1cc(S(=O)(=O)NCCc2cccc(C)c2)cn1C	-3.4%	-18.6%	6.1%	-14.6%	-0.9	-9.9%	28.8%	-9.0%	-5.9%
CCc1nnc(NC(=O)C2CCCN2C(=O)NC2CCCCC2)s1 (stereo not drawn)	-9.2%	3.4%	-2.9%	-0.4%	0.3	0.8%	17.6%	2.7%	-1.8%
Cc1ccc(COC(=O)CCN=C2NS(=O)(=O)c3ccccc32)cc1	/	-1.1%	/	6.3%	0.0	17.1%	5.9%	?	/
O=S(=O)(Nc1nc2ccccc2nc1NCCN1CCOCC1)c1cccc(Cl)c1	-11.5%	-5.6%	4.9%	-2.3%	-0.3	2.2%	0.0%	1.2%	-1.5%
CCOc1ccc(CCNS(=O)(=O)c2ccc3c(c2)NC(=O)CC(=O)N3)cc1OCC	3.0%	-6.3%	60.1%	13.9%	-0.3	20.2%	-4.5%	1.1%	-2.9%
O=C(NNC(=O)C1CCCCC1)c1cnccn1	-12.1%	0.2%	24.7%	3.4%	0.0	27.1%	1.5%	4.1%	-0.7%

Reformatted: 3 of the compounds above
CC(C)(C)C(=O)OCc1nc(-c2ccc(C(F)(F)F)cc2)cs1
  Anesthetic bind = 6.0% | Pol kappa inh = -6.9% | Pol beta inh = 17.4% | APEX1 inh = -0.7% | TRHR ag = 0.1 | POLI inh = 104.2%[activator] | ALOX12 inh = 10.6% | ERG-DNA inh = -4.7% | BLM helicase inh = -10.9%
COC(=O)c1cc(S(=O)(=O)NCCc2cccc(C)c2)cn1C
  Anesthetic bind = -3.4% | Pol kappa inh = -18.6% | Pol beta inh = 6.1% | APEX1 inh = -14.6% | TRHR ag = -0.9 | POLI inh = -9.9% | ALOX12 inh = 28.8% | ERG-DNA inh = -9.0% | BLM helicase inh = -5.9%
CCc1nnc(NC(=O)C2CCCN2C(=O)NC2CCCCC2)s1 (stereo not drawn)
  Anesthetic bind = -9.2% | Pol kappa inh = 3.4% | Pol beta inh = -2.9% | APEX1 inh = -0.4% | TRHR ag = 0.3 | POLI inh = 0.8% | ALOX12 inh = 17.6% | ERG-DNA inh = 2.7% | BLM helicase inh = -1.8%

Later entries
SMILES	Anesthetic bind	Pol kappa inh	Pol beta inh	APEX1 inh	TRHR ag	POLI inh	ALOX12 inh	ERG-DNA inh	BLM helicase inh
COc1ccc(OC)c(CCNC(=O)c2ccc3c(c2)c(C)c(C)n3Cc2ccccc2)c1	36.0%[activator]	0.6%	-13.2%	/	0.3	25.1%	-27.2%	-1.2%	-5.2%
COc1ccc(-c2noc(CSc3nnc(Cc4ccccc4)n3-c3ccc(F)cc3)n2)cc1	2.4%	-1.1%	3.6%	/	2.3	9.7%	-23.6%	-1.9%	-5.8%
O=C(Nc1ccn(Cc2cccc3ccccc23)n1)c1cccnc1	-21.3%	-6.1%	-2.3%	0.0%	-0.5	-5.7%	5.7%	-4.3%	-0.4%
CCOC(=O)c1ccc(NC(=O)Cn2cc(C(=O)c3cccs3)c3ccccc32)cc1	-3.1%	-13.2%	-2.7%	/	1.0	-23.1%	3.8%	-1.6%	-11.2%
Cc1[nH]n(-c2ccccc2)c(=O)c1N=Nc1ccc2c(c1)OCO2	-6.9%	8.1%	16.5%	24.0%	-1.7	-5.3%	15.4%	4.3%	-3.5%
COc1ccc(C2(CNC(=O)Cc3ccc(OC)c(OC)c3)CCOCC2)cc1	-7.5%	-8.3%	3.1%	0.3%	0.0	-2.8%	3.9%	-12.3%	-0.6%
O=c1c2sccc2nc(SCc2cc(=O)n3ccccc3n2)n1Cc1ccccn1	-6.0%	/	1.4%	0.5%	0.3	/	-19.4%	/	-12.0%
COc1ccc(C(=O)Nc2ccc(C(=O)N3CCCCC3C)cc2)c(OC)c1OC (stereo not drawn)	-17.9%	-7.7%	7.8%	25.1%	-0.5	22.4%	6.2%	-0.4%	1.5%
CC1C(=O)C(C)C(c2cc(Cl)ccc2O)NC1c1cc(Cl)ccc1O (stereo not drawn)	0.6%	-4.3%	-24.9%	-4.8%	0.8	-5.4%	0.0%	1.0%	-16.3%
CCn1c(=O)n(-c2ccc3c(c2)OCO3)c2nc(-c3ccc(C(C)C)cc3)nc(C(N)=O)c21	41.6%[activator]	-2.6%	6.4%	/	-0.3	-6.2%	-18.4%	14.2%	-5.0%
CC(C)(C)C(=O)Cn1ncc(NC2CC2)c(Br)c1=O	2.7%	-1.3%	7.0%	-2.6%	0.0	11.0%	0.0%	-1.2%	0.7%
COc1ccc(/C=C2\COc3ccccc3C2=O)cc1OC	-6.1%	-5.8%	7.1%	6.2%	-0.4	25.1µM*	-30.3%	16.0%	-3.4%
CN(C)c1ncc(C2=C(Cl)C(=O)C(N3CCCC3)=C(Cl)C2=O)s1	/	28.2µM*	/	/	/	7.94µM*	?	-5.5%	/

Molecules listed so far with a tert-butyl group, in the order listed:
SMILES	Anesthetic bind	Pol kappa inh	Pol beta inh	APEX1 inh	TRHR ag	POLI inh	ALOX12 inh	ERG-DNA inh	BLM helicase inh
CC(C)(C)C(=O)OCc1nc(-c2ccc(C(F)(F)F)cc2)cs1	6.0%	-6.9%	17.4%	-0.7%	0.1	104.2%[activator]	10.6%	-4.7%	-10.9%
CC(C)(C)C(=O)Cn1ncc(NC2CC2)c(Br)c1=O	2.7%	-1.3%	7.0%	-2.6%	0.0	11.0%	0.0%	-1.2%	0.7%

Bioassay records deposited in PubChem by National Center for Advancing Translational Sciences (NCATS).
